Screening results from PubChem BioAssay.
TAAR1 ag: human TAAR1 agonists, primary screen, Fluo-8 calcium fluorescence, CHO RD-HGA16 cells. Trace amine-associated receptor 1 (Homo sapiens), Q96RJ0. vehicle wells 0%, saturating PEA agonist 100%. activation, % at 3 µM. 360,000 tested, 0.99% active. AID 624467, 2012;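 active means activation above the mean activation of all test compounds in the run plus 3 SD, cut at about 38% in these data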
Target sequence (Q96RJ0 whole entry, looked up): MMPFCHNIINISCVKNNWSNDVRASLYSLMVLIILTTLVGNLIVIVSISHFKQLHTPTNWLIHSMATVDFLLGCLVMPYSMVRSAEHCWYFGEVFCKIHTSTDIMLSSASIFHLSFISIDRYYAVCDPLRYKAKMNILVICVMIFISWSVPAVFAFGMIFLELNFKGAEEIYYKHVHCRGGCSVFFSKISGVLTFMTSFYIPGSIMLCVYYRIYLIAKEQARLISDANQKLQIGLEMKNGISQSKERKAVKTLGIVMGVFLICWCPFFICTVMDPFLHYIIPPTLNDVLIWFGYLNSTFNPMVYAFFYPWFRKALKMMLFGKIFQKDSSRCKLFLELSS
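Assay system – CHO-derived RD-HGA16 cells with stable Gα16 and human TAAR1 · Compound dosing – one-point dosing at 3 µM (nominal) · Incubation – 17-24 h seeding, 75 min 37 °C dye, 30 min RT · Measured by – kinetic Fluo-8 calcium fluorescence · Control set – DMSO vehicle as 0%, PEA at EC100 as 100% · Repeats – single well for each compound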
CHRM5 PAM: human M5 muscarinic receptor positive allosteric modulators, primary screen, CHO-K1 cells, Fluo-8 calcium fluorescence; activation, % at 3 µM; 360,000 tested, 0.3% active; CHO-K1 hM5, ACh EC20 PAM; 0% = ACh EC20, 100% = ACh EC100; AID 624038, 2012; Muscarinic acetylcholine receptor M5 (Homo sapiens), P08912;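 active means activation above the run cutoff, the mean activation of all test compounds plus 3 SD, cut at about 18% in these data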
Target sequence (P08912 whole entry, looked up): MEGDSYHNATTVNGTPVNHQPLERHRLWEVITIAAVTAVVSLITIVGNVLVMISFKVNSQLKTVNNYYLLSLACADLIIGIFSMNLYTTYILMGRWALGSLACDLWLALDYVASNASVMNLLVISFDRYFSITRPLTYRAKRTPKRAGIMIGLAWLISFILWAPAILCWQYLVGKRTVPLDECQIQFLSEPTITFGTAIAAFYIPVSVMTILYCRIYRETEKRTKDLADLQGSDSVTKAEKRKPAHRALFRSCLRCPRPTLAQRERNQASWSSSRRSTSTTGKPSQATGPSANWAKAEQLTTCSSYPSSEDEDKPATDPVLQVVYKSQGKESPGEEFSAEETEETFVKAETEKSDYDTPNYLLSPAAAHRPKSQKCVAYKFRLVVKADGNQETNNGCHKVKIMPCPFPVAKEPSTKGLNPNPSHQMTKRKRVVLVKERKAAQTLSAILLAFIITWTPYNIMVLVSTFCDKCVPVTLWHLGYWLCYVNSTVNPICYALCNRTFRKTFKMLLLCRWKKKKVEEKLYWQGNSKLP
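Test system: CHO-K1 hM5 cells / Doses: single-point, 3 µM nominal / Times: Post-acetylcholine fluorescence recording 140 s / Technique: Fluo-8 calcium fluorescence / Measure: Max/basal fluorescence ratio as % of EC20–EC100 ACh window / Benchmarks: low control EC20 acetylcholine (0%), high control EC100 acetylcholine (100%) / Replicates: one well per compound, no replicates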
TAAR1 antag: human TAAR1 antagonists, primary screen, Fluo-8 calcium fluorescence, CHO RD-HGA16 cells | Trace amine-associated receptor 1 (Homo sapiens), Q96RJ0 | antagonist | inhibition, % at 3 µM | 360,000 tested, 1.5% active | AID 624466, 2012;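 active means inhibition above a per-plate cutoff, the mean inhibition of test compounds on that plate plus 3 SD, cut at about 49% in these data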;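 further: 0% = DMSO plus EC80 beta-PEA response and 100% = DMSO alone without agonist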
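Material: CHO RD-HGA16 cells bearing hTAAR1; compound dosing: one-point dosing, 3 µM nominal final; schedule: dye loading 75 min at 37 °C, then 30 min room temperature; measured by: calcium fluorescence with Fluo-8; control set: vehicle and agonist controls; replication: n of 1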
CHO-K1 Ca PAM: nonselective calcium activators in parental CHO-K1 cells, primary screen, counter-screen for M1 PAM project, cell-based, Fluo-8 calcium fluorescence, full deck, 1536-well; ATP EC20; 0% at ATP EC20, 100% at ATP max; activation, % at 3 µM; 360,000 tested, 0.02% active; AID 602247, 2012;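 active means activation above the run cutoff, the mean activation of all test compounds plus 3 SD, cut at about 40% in these data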;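 further: peak over basal fluorescence ratio in a 140 s read after ATP addition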
CHRM5 antagonist: human M5 muscarinic receptor antagonists, primary screen, CHO cells, Fluo-8 calcium fluorescence. inhibition, % at 3 µM. CHO-hM5 cells, ACh EC80. Muscarinic acetylcholine receptor M5 (Homo sapiens), P08912. 360,000 tested, 0.59% active;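 active means inhibition above a per-plate cutoff, the mean of that plate's test compounds plus 3 SD, cut at about 27% in these data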;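 further: 0% = acetylcholine EC80 with DMSO and 100% = DMSO without agonist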
M4 PAM: human M4 muscarinic receptor positive allosteric modulators, primary screen, CHO-K1 cells, Fluo-8 calcium fluorescence. Muscarinic acetylcholine receptor M4 (Homo sapiens), P08173. CHO-K1 hM4/Gqi5, ACh EC20; 0% = ACh EC20, 100% = maximal ACh. activation, % at 3 µM. 360,000 tested, 0.4% active. AID 624126, 2012;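 active means activation above its plate's cutoff, the mean activation of sample wells plus 3 SD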; further: some results filed as inactive read as strong as hits
M5 ag: human M5 muscarinic receptor agonists, primary screen, CHO-K1 cells, Fluo-8 calcium fluorescence; Muscarinic acetylcholine receptor M5 (Homo sapiens), P08912; CHO-K1 hM5 cells; 0% DMSO wells, 100% maximal acetylcholine response; 360,000 tested, 0.19% active; activation, % at 3 µM;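 active means activation above the run's mean over test compounds plus 3 SD, cut at about 23% in these data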;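 further: signal is peak over basal fluorescence ratio across the kinetic read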
CRFBP-R2 agonist: agonists of CRF-BP/CRF-R2 complex, primary screen, cell-based, HEK293, calcium dye fluorescence, uHTS; CRF-binding protein / CRF receptor 2 complex (human); calcium dye fluorescence (FLIPR); percent of saturating CRF peptide response; activation, % at 13.2 µM; 350,000 tested, 0.46% active; AID 588473, 2011;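 active means activation of at least 50%, plus an integration ratio under a set limit after plate pattern correction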;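 further: plate controls were neutral control wells without compound for no effect and CRF at EC100 for full effect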
CRFBP-R2 block: antagonists of CRF-BP/CRF-R2 complex, primary screen, cell-based, HEK293, calcium dye fluorescence, uHTS; CRF-induced calcium fluorescence; 350,000 tested, 0.59% active; inhibition, % at 11.8 µM;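 active means inhibition of the ligand-induced calcium signal above about 50% at the single tested concentration, limit read from the data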
* hit, by the source's call; nt = no result given. Rows are unselected; any-hit rate near 4.2%.

SMILES | TAAR1 ag | CHRM5 PAM | TAAR1 antag | CHO-K1 Ca PAM | CHRM5 antagonist | M4 PAM | M5 ag | CRFBP-R2 agonist | CRFBP-R2 block
Cc1ccc(NC(=O)Nc2cc(S(C)(=O)=O)ccc2Cl)cc1 | -2 | 5 | -2 | 21 | -6 | -4 | -2 | -0.9 | 2
O=C1/C(=C/c2ccccn2)SC(=S)N1CCc1ccccc1 | 0 | -11 | 0 | -13 | 17 | -13 | 1 | 1.6 | -3
O=C(O)c1cc(/C=C/C(=O)c2cc(F)ccc2O)c2c(c1)COCO2 | 9 | 2 | -17 | 11 | 4 | -4 | 4 | -0.7 | -56
CCC(C)NC(=O)c1cc(-c2ccc(OC)cc2)on1 (stereo not given) | 8 | -7 | -18 | 13 | -4 | -5 | -5 | 17 | -15
NC(=O)c1c(NC(=O)c2cccnc2)sc2c1CCCC2 | 10 | 3 | -21 | 14 | 1 | 4 | 2 | -1.0 | -2
O=C(CCS(=O)(=O)c1ccc(Br)cc1)NCCc1ccccc1 | 5 | 2 | -10 | 7 | -6 | 5 | -2 | -1.5 | 8
CCOc1cc(/C=N\NC(=O)Cn2nc([N+](=O)[O-])cc2C)ccc1OCc1cccc2ccccc12 | 9 | -9 | 6 | 17 | 6 | -5 | -6 | -0.2 | -2
O=C(c1cc(-c2ccc(Cl)cc2)nc2ccccc12)N1CCC1 | 2 | 3 | 20 | 10 | -10 | -2 | -3 | 0.2 | -9
CCNc1nc(NCC)n2c(SCC(=O)Nc3ccccc3[N+](=O)[O-])nnc2n1 | 4 | -5 | 9 | -12 | 14 | 2 | 2 | -0.6 | -4
CC1CCCN(CCC(=O)c2ccccc2)C1 (stereo not given) | 72* | -3 | 25 | -9 | 2 | 9 | 4 | 2.9 | -21
CCOc1ccccc1OCC(=O)OC(C)C(=O)Nc1ncc(Cl)cc1Cl (stereo not given) | 24 | 2 | -2 | -4 | 1 | 2 | 3 | -2.2 | 8
COc1ccccc1-c1noc(Cn2cc(S(=O)(=O)N3CCCC3)ccc2=O)n1 | 0 | -7 | -7 | 5 | 7 | -7 | 0 | 1.9 | -3
CC(NC(=O)c1ccc(Br)o1)c1ccccc1 (stereo not given) | 1 | 7 | -6 | 5 | 6 | 1 | 2 | -1.7 | 2
Oc1ccc(-c2csc(Nc3ncccn3)n2)cc1 | 7 | 4 | -17 | -4 | -7 | 0 | 0 | 3.0 | -12
CCOC(=O)C1CCCN(C(=O)Cc2c(C(=O)O)[nH]c3ccccc23)C1 (stereo not given) | 39* | -6 | 32 | 24 | -9 | -7 | 38* | -0.2 | 14
[O-][n+]1c(/C=C/c2ccccc2)ccc2ccccc21 | 4 | 4 | 28 | 13 | 4 | 2 | -3 | -1.4 | 15
CCCC(=O)Nc1cc(C)c(NC(=O)c2ccncc2)cn1 | 1 | -4 | -4 | 0 | 10 | -2 | 0 | -0.4 | -6
COc1ccc(CNC(=O)c2csc(Cc3ccccc3)n2)cc1 | 14 | -4 | 18 | 2 | 14 | 10 | 1 | -0.8 | 2
Cn1c(=O)n(C)c2cc([N+](=O)[O-])c(N3CCN(CCO)CC3)cc21 | 3 | -1 | 0 | 12 | 9 | -4 | 0 | -2.3 | 0
O=C(NCC1CCCO1)c1ccc2c(c1)OCO2 (stereo not given) | 3 | -3 | -4 | -9 | 3 | -2 | 2 | -0.6 | 8
Cn1cnnc1Sc1nc([N+](=O)[O-])nn1C | 7 | -2 | -1 | 21 | 5 | -3 | -2 | 2.7 | 4
CSCCC(NC(=O)c1ccccc1Cl)C(=O)N(C)Cc1cccs1 (stereo not given) | 5 | -8 | -8 | 4 | 10 | -9 | 1 | -1.0 | -11
CNC(=O)NC(=O)COC(=O)c1ccccc1OCc1ccccc1 | 1 | 1 | -4 | 22 | 5 | -6 | -2 | -1.8 | 8
CCOc1ccc(Nc2ncnc3ccc([N+](=O)[O-])cc23)cc1 | -1 | 5 | -37 | -11 | 7 | 2 | 2 | -6.1 | -17
CC1(c2nnnn2-c2ccc3c(c2)OCCO3)CCC(=O)N1CCc1ccccc1F (stereo not given) | 3 | -5 | -16 | 16 | 3 | 0 | 4 | nt | nt
O=C1c2ccccc2NC(c2cn[nH]c2-c2ccccc2)N1O (stereo not given) | 14 | 7 | -4 | 8 | -4 | -2 | -1 | -3.9 | 25
COc1cc2ccccc2cc1C(=O)N1CCCC1 | -2 | 1 | -8 | -16 | 6 | -1 | -6 | 0.2 | 6
COc1cc(OC)c(OC)cc1CN(C)CC1CCCN(CCc2ccccc2F)C1 (stereo not given) | -1 | 2 | 0 | 19 | 6 | -3 | -13 | 1.8 | -4
O=C(NCCN1CCOCC1)c1ccc(Cl)c(S(=O)(=O)NCc2ccccc2)c1 | 2 | 11 | -10 | 10 | 9 | 22* | 1 | -0.7 | 2
O=C(c1ccc2ncsc2c1)N1CCN(c2ccccc2Cl)CC1 | 3 | 6 | -14 | -2 | 6 | -6 | 4 | 1.2 | -7
Cc1nn2c(=O)[nH]cnc2c1Cl | 0 | 0 | -20 | -2 | -7 | 8 | -1 | -3.1 | -4
CN(NS(=O)(=O)c1ccc(F)cc1)c1ncc(C(F)(F)F)cc1Cl | 2 | 5 | 14 | 11 | -1 | 1 | -8 | 2.3 | -5
CN(C)C1(CNC(=O)c2cccc(S(=O)(=O)NCc3ccccc3)c2)CCCCC1 | 2 | -4 | -18 | 4 | 1 | 5 | -1 | -0.2 | -3
Cn1cccc1Cc1nnc(SCC(=O)NCc2ccccc2Cl)n1-c1ccc(F)cc1 | 1 | -1 | 23 | 14 | 3 | 6 | 1 | -1.2 | 22
c1cn2c(NC3CCCC3)c(-c3ccc(N4CCOCC4)cc3)nc2cn1 | 3 | 2 | 6 | 20 | 0 | 3 | 3 | 32 | -62
CCc1ccccc1NC(=O)CN(C)C(=O)COC(=O)c1ccccc1Cl | 0 | -2 | -13 | 8 | 10 | 8 | -4 | -0.5 | 6
C=CCNC(=O)c1cccc(OC2CCN(CC(C)(C)C)CC2)c1 | -1 | 7 | 7 | 4 | -7 | -6 | -6 | 1.1 | 5
Cc1nnc(N(CCC#N)CCC#N)s1 | 6 | -1 | -13 | 6 | 7 | 14 | 0 | -2.6 | -26
CCOC(=O)c1ccccc1NC(=O)CSc1nc2ccccc2o1 | 1 | -9 | -2 | 3 | -7 | -12 | -3 | -0.8 | 17
COc1ccc2c(c1)CC/C(=C/c1ccncc1)C2=O | nt | -10 | nt | 7 | 5 | -5 | 6 | -0.6 | 45

One compound at a time (already shown):
CN(C)C1(CNC(=O)c2cccc(S(=O)(=O)NCc3ccccc3)c2)CCCCC1 in the list: TAAR1 ag: 2; CHRM5 PAM: -4; TAAR1 antag: -18; CHO-K1 Ca PAM: 4; CHRM5 antagonist: 1; M4 PAM: 5; M5 ag: -1; CRFBP-R2 agonist: -0.2; CRFBP-R2 block: -3
c1cn2c(NC3CCCC3)c(-c3ccc(N4CCOCC4)cc3)nc2cn1 in the list: TAAR1 ag: 3; CHRM5 PAM: 2; TAAR1 antag: 6; CHO-K1 Ca PAM: 20; CHRM5 antagonist: 0; M4 PAM: 3; M5 ag: 3; CRFBP-R2 agonist: 32; CRFBP-R2 block: -62
Cc1nnc(N(CCC#N)CCC#N)s1 in the list: TAAR1 ag: 6; CHRM5 PAM: -1; TAAR1 antag: -13; CHO-K1 Ca PAM: 6; CHRM5 antagonist: 7; M4 PAM: 14; M5 ag: 0; CRFBP-R2 agonist: -2.6; CRFBP-R2 block: -26

Next section:
SMILES | TAAR1 ag | CHRM5 PAM | TAAR1 antag | CHO-K1 Ca PAM | CHRM5 antagonist | M4 PAM | M5 ag | CRFBP-R2 agonist | CRFBP-R2 block
Cc1cc(C)cc(SCc2noc(C(=O)NCc3ccccc3)c2C(=O)NCc2ccccc2)c1 | 11 | 7 | 4 | 20 | 2 | 6 | 4 | 5.0 | -8
Cc1csc(-c2nc3ccccc3n2C(C(=O)NC(C)(C)C)c2ccccc2)c1 (stereo not given) | 3 | -1 | -24 | nt | 8 | 3 | -3 | nt | nt
COc1ccc(CNC(=O)CCS(=O)(=O)Cc2cccc(Cl)c2)c(OC)c1 | 2 | 5 | -21 | 16 | 5 | 11 | -6 | -0.4 | 4
O=C(CC1C(=O)N(c2ccccc2)C(=S)N1c1ccccc1)c1ccccc1 (stereo not given) | -1 | 8 | 21 | -10 | -5 | 13 | 4 | -0.7 | -3
COc1ccc(CN(C(=O)c2cccs2)c2ccccc2C(=O)O)cc1 | 0 | 3 | -8 | 10 | -4 | -4 | -7 | -1.9 | 28
Cc1ccc(S(=O)(=O)N/N=C2/CC(c3ccccc3)Oc3ccccc32)cc1 (stereo not given) | 3 | -6 | 7 | 18 | -9 | 0 | 1 | 5.2 | -18
C[C@@H]1OC(C2CCCCC2)N(C)[C@H]2C[C@H]3c4[nH]c5ccccc5c4CCN3C[C@@H]12 (stereo not given in full) | 1 | -2 | -6 | -8 | 4 | -6 | -3 | nt | nt
Cc1cccc(NC(=S)NC(C)C(c2cccs2)N2CCN(C)CC2)c1C (stereo not given) | 2 | 2 | 7 | 22 | 3 | -3 | -12 | 0.3 | -6
Cc1ccnc2nc(C(=O)OCCOc3ccc(F)cc3)nn12 | 5 | -5 | -24 | -19 | 11 | 1 | -2 | -0.7 | 6
CC(=O)/C=C1\OCc2cc(OCc3ccccc3)ccc21 | 3 | 0 | -39 | nt | 1 | 7 | 2 | nt | nt
Cc1c(Cl)cccc1NC(=S)NCCCN(C)C | -2 | -3 | 19 | 6 | 2 | 3 | -7 | -0.4 | 6
CCC(Oc1cccc(C)c1)C(=O)Nc1ccccc1C(=O)N1CCOCC1 (stereo not given) | -1 | -1 | -9 | 20 | 4 | 2 | -3 | -0.7 | -1
CSCCC(NC(=O)COc1ccccc1)C(=O)N1CC(C)OC(C)C1 (stereo not given) | 2 | -1 | 2 | -10 | 1 | 4 | 0 | -1.8 | 15
O=C(C1=C(O)C(=O)N(CCCn2ccnc2)C1c1ccc(F)cc1)c1ccco1 (stereo not given) | 1 | -2 | -18 | 14 | 7 | 7 | 0 | nt | nt
COc1ccc(/C=C2\SC(=S)N(NS(=O)(=O)c3ccccc3)C2=O)c(OC)c1 | 1 | 5 | 11 | 12 | -2 | -4 | -2 | -5.6 | 35
